F508del corr: correctors of CFTR F508del function in bronchial epithelial cells; activity (quench increase), % at 7.58 µM; 350,000 tested, 0.36% active; CFBE cells, YFP halide quenching; stimulated with forskolin plus potentiator P3; % fluorescence drop versus neutral controls;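 active = mean added fluorescence quench of at least 8% versus neutral control, with both replicates also reaching 8%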;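 also: cells transiently co-express mutant CFTR-F508del with the halide-sensitive YFP; corrector assay measuring rescue of mutant channel to the surface after 24 h compound exposure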
RAD54 branch: RAD54 (human) branch migration inhibition | Q92698 | RAD54 Holliday junction branch migration, FAM/BHQ fluorescence | inhibition, % at 10.4 µM | 360,000 tested, 0.14% active;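 active = mean normalized replicate activity at least 40 and at least half of replicates scoring 40 or more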;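 also: 0% = median of neutral control wells and 100% = median of positive control wells; inhibitors cause a drop in the FAM fluorescence signal; in these data hits start at about 50%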
XiGFP reactiv: X-chromosome reactivation activator. XiGFP mouse fibroblasts, % GFP-positive cells imaging, 3 d; cells co-treated with 5-aza-dC sensitizer; scaled so ellipticine positive control = 100%. activation, % at 7.58 µM. 360,000 tested, 0.055% active. AID 743238;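 active = mean normalized replicate activation at least 10% and every replicate at or above 10%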;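 also: 0% = median of on-plate neutral control wells and 100% = ellipticine 6 µM median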
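material = 68-5-11 XiGFP fibroblast line | medium = DMEM plus 5-aza-dC sensitizer | schedule = 3 days compound exposure | benchmarks = positive control ellipticine, 6 µM final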
RAD52 inh: inhibitors of human RAD52 DNA annealing; recombinant RAD52 DNA annealing, FRET fluorescence; inhibition, % at 18.7 µM; 360,000 tested, 0.46% active;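 active = every replicate showing at least 50% inhibition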
Target sequence (P43351 whole entry, looked up): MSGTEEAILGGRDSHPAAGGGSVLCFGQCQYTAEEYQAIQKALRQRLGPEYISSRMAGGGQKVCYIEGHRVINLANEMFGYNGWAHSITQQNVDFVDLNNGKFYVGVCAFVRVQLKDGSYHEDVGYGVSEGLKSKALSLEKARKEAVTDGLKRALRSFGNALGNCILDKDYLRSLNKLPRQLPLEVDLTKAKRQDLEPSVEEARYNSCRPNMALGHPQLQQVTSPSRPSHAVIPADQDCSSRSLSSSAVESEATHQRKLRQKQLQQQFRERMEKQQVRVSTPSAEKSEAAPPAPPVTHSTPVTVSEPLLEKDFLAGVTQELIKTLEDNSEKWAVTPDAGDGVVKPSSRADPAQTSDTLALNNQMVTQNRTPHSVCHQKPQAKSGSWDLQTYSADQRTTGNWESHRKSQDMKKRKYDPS
Casp6 inh: inhibitors of human caspase-6. P55212. purified caspase-6, Z-VEID-R110 cleavage fluorescence. inhibition, % at 12.5 µM. 350,000 tested, 0.53% active. AID 686996;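 active = mean inhibition across replicates at least about 35%, with every replicate also reaching that limit, limit read from the data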;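 also: 0% = median of neutral control wells and 100% = no fluorescence left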
E-sel inducer: E-selectin induction on HUVECs | HUVEC E-selectin immunofluorescence imaging; normalized: neutral wells 0, TNF-alpha wells 100 | P16581 | activation, % at 7.58 µM | 260,000 tested, 0.37% active;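 active = mean E-selectin-positive cell signal at least 10% of the positive control, reached in at least 60% of replicates, without over 20% cell loss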;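 also: in these data hits start at about 27%; measured in HUVEC primary endothelial cells; signal is the percent of cells scored E-selectin positive by PE staining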
Target sequence (P16581 whole entry, looked up): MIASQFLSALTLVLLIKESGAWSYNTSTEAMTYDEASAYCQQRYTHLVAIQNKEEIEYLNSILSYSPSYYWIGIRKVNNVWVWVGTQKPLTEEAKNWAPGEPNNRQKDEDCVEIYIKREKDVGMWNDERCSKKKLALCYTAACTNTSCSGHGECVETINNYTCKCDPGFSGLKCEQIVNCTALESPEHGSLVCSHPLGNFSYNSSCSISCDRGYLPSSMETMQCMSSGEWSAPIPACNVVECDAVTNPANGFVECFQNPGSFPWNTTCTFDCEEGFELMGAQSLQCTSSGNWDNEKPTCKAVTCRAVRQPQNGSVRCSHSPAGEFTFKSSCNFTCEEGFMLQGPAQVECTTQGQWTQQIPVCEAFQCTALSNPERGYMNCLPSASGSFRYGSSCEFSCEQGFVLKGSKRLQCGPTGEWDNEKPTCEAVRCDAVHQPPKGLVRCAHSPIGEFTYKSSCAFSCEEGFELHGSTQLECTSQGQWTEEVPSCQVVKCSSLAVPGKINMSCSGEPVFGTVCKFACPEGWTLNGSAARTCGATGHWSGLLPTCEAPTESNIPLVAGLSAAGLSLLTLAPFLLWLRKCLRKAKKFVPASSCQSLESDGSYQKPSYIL
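assay system = HUVEC, human umbilical vein endothelial cells | input = 3,000 HUVEC seeded per well | medium = EGM-2 growth medium on 0.1% gelatin-coated wells | dosing = one compound dose added by pin transfer | signal = immunofluorescence imaging | read-out basis = % PE-positive cells | control set = TNF-alpha, DMSO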
DENV2 CPE: inhibitors of DENV2 cytopathic effect | DENV2-infected cells, cytopathic effect rescue, plate reader | CPE inhibition, % at 9.99 µM | 350,000 tested, 1.7% active | AID 651640; in the data active = CPE inhibition above about 20%, passing the limit was not always enough; tested in BHK-21 cells;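 also: 0% = median of neutral control wells and 100% = median of positive control wells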
INS-1E GSIS act: GLuc luminescence reporter in INS-1E cells, primary screen for activators of glucose-dependent secretion of insulin. 370,000 tested, 0.61% active. activation, % at 16.6 µM. AID 743287. INS-1E GLuc reporter insulin secretion, 2-3 h;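 active = lowest replicate activation of at least 40%, so every replicate reaches that level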;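 also: 0% = median of neutral control wells and 100% = median of IBMX positive control wells; some compounds called inactive have numbers as strong as hits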
* marks the source's active call; other numbers are inactive results; x = not tested or not shown; & = joins results of further samples.

SMILES	F508del corr	RAD54 branch	XiGFP reactiv	RAD52 inh	Casp6 inh	E-sel inducer	DENV2 CPE	INS-1E GSIS act
CCc1ccc(NC(=O)CSc2nc(NS(=O)(=O)c3ccccc3)cc(=O)[nH]2)cc1	4.1	x	0.2	-13	8	x	9	7
COc1ccc(C(=O)N2C(=O)c3ccc(N)cc3C2=O)cc1	2.5	x	0.0	2	3	0.0	-1	11
O=C(c1ccccc1)c1ccc(C(=O)N2CCN(c3ccccc3Cl)CC2)cc1	2.6	-1	-0.1	-8	1	-0.3	-2	-15
O=C(Nc1ccc(C(F)(F)F)cc1Cl)c1ccc(Cn2cc(Br)cn2)o1	1.3	-7	x	-7	1	x	5	-13
CCN(CC)C(=O)c1csc(Nc2cccc3ccccc23)n1	-2.0	-12	0.0	-5	-3	0.8	1	2
COc1ccc(OC)c(NC(=O)c2cccc(N3C(=O)C4C5C=CC(C6CC56)C4C3=O)c2)c1 (stereo not drawn)	-3.3	1	0.0	-12	0	x	8	-20
O=C(N/C(=C/C=C/c1ccccc1)C(=O)N1CCOCC1)c1ccccc1Cl	-3.6	x	0.0	-3	15	9.4	x	-3
C[C@H](CO)N1C[C@H](C)[C@@H](CN(C)CC2CC2)OCc2cnnn2CCCC1=O	-4.6&-2.4&-0.8	-4&7	0.1&0.1	0&-7	-29&5	0.0&0.1	1&9	-10&-2
COc1ccc(S(=O)(=O)N(C)C[C@@H]2Oc3c(NC(=O)C4CC4)cccc3C(=O)N([C@@H](C)CO)C[C@H]2C)cc1	1.8	-9	-1.0	-2	1	-0.1	2	-2
COc1ccc(NC(=O)N(C)C[C@H]2Oc3c(NC(=O)C4CCCCC4)cccc3C(=O)N([C@@H](C)CO)C[C@H]2C)cc1	-2.0	0	-0.7	-7	x	0.3	2	0
CC1(C(=O)NS(=O)(=O)c2cccc(OC(F)F)c2)CCN1C(=O)c1cccc(F)c1 (stereo not drawn)	0.8	-3	0.0	-12	-5	1.0	-6	1
C[C@@H]1CN([C@@H](C)CO)C(=O)c2cccc(NC(=O)Nc3ccccc3)c2O[C@@H]1CN(C)S(=O)(=O)c1cccs1	-1.0	x	0.0	x	x	1.4	x	-13
O=C(NCC1CCCO1)c1cc2cc(F)ccc2[nH]1 (stereo not drawn)	-2.2	0	0.0	-18	0	x	2	7
Cc1cc(C)n(S(=O)(=O)c2cc(C(=O)O)c(Cl)cc2Cl)n1	-0.1	-12	x	-16	-5	x	-6	11
COc1ccc(C/C(N)=N/OC(=O)c2cccs2)cc1	-1.9	x	-0.1	-14	0	x	-4	-12
O=C(C[C@H]1CC[C@@H]2[C@H](COC[C@@H](O)CN2Cc2ccncc2)O1)NCc1ccccc1Cl	0.8	3	0.6	-5	-2	0.0	-4	13
CC(C)(C)[C@H]1COC(=O)[C@H](NC(=O)OCC2c3ccccc3-c3ccccc32)C/C=C\C[C@@H](CC(=O)N(CCO)Cc2ccccc2)C(=O)N1	2.1	1	-0.4	-9	2	-0.2	-18	-9
CCCNC(=O)[C@@H]1[C@@H](CO)[C@@H]2Cn3c(cccc3=O)[C@H]1N2C(=O)C1CCCC1	2.5	-3	-0.1	-5	0	0.3	2	4
Cc1ccc(S(=O)(=O)N2[C@@H](c3ccc(C#N)cc3)C(C(=O)O)=C[C@H]2C(C)(C)C)cc1	-1.8	-3	-0.2	-4	2	0.0	-5	-4
C#CCN1Cc2ccccc2Oc2cc(Br)ccc2S1(=O)=O	-1.3	4	0.2	-16	0	0.1	13	36
COc1ccc(C=NNC(=S)Nc2ccc(F)cc2)cc1OC	-3.3	-3	0.1	-8	2	-0.1	10	-8
CCCNC(=O)N(C)C[C@@H]1Oc2ncc(C#CCc3ccccc3)cc2C(=O)N([C@@H](C)CO)C[C@H]1C	1.1	-4	0.3	-18	0	-0.1	-1	-20
CC(=O)C[C@@H](O)CC(=O)[C@H]1OC(=O)CCCCCCc2ccccc21	-3.7	4	0.0	-13	1	0.4	11	-17
CNC(=O)C[C@@H]1CC[C@H]2[C@@H](COc3ccc(NC(=O)Nc4ccc(F)c(F)c4)cc3C(=O)N2C)O1	1.8	-8	0.2	7	-3	0.0	-7	1
CCc1ccc(-c2cc(C(=O)NN3CCOCC3)c3ccccc3n2)s1	3.8	x	0.1	-8	-3	0.2	x	-2
O=S(=O)(c1cccc(Br)c1)N1CCN(c2ncnc3scc(-c4ccccc4)c23)CC1	3.2	4	0.1	-11	-4	x	8	-35
CNCC(=O)Nc1ccc(OC(F)(F)F)cc1	-0.1	-5	-0.1	2	x	x	-5	17
Cc1nn(Cc2ccccc2)c(C)c1NC(=O)CCCn1nc([N+](=O)[O-])cc1C	-0.4	5	0.3	0	4	-0.1	x	19
C[C@@H]1CN([C@H](C)CO)C(=O)c2cccc(NC(=O)NC3CCCCC3)c2O[C@@H]1CN(C)S(=O)(=O)c1ccc(Cl)cc1	1.0	-1	-0.1	-2	2	0.1	14	-4
COc1ccc(C(C(=O)NC2CCCC2)N(Cc2cccnc2)C(=O)c2snc(C(N)=O)c2N)cc1OC (stereo not drawn)	2.0	-4	0.0	2	x	-0.1	10	19
CCC(=O)N1CC(=O)N2[C@H](C1)[C@@H](c1ccc(C#CCc3ccccc3)cc1)[C@@H]2CO	1.2	x	0.2	-27	0	0.1	13	-3
COc1ccc(-c2ccc([C@@H]3[C@H]4CN(CC5CCOCC5)CCCCN4[C@H]3CO)cc2)cc1	-0.6	-7	0.3	-5	-1	-0.4	63*	2
Cn1c(CCN2CCN(c3ccccn3)CC2)nc2cc(NC(=O)COc3ccc([N+](=O)[O-])cc3)ccc21	-0.7	7	0.1	-17	-6	x	11	7
CC(=O)c1cnn(-c2ccc(Cl)cc2)c1C	-0.8	6	0.3	0	-4	x	0	7
O=C(COC(=O)c1ccc2ncsc2c1)Nc1ccccc1Br	-1.7	-1	0.0	-19	3	-0.3	1	0
CCN(CC)S(=O)(=O)c1ccc(C(=O)NCC(=O)NCCCc2ccccc2)cc1	-0.6	-11	0.2	2	0	-0.1	0	-27
C[C@H]1CN([C@@H](C)CO)C(=O)Cc2cc(NC(=O)C3CC3)ccc2O[C@H]1CN(C)S(=O)(=O)c1cccs1	2.3	5	0.0	-7	x	-0.7	2	2
COc1ccccc1N1CCN(C(=O)Cn2c(=O)oc3cc(S(=O)(=O)N4CCCC4)ccc32)CC1	-1.1	-5	0.3	-6	2	0.3	33*	-11
COc1ccccc1CNC(=O)C[C@@H]1C[C@@H]2c3cc(NC(=O)C4CCC4)ccc3O[C@@H]2[C@H](CO)O1	-4.3	-6	0.0	-1	1	0.0	8	-3
CCCCCCCN(c1ccccc1)[C@@H]1C[C@H]2CCCC(=O)N3CC[C@@H](C1)[C@@H]23	2.4	-11	0.0	-14	2	-0.2	-4	14

Twelve structures from above, arranged by formula weight, lowest first:
SMILES	F508del corr	RAD54 branch	XiGFP reactiv	RAD52 inh	Casp6 inh	E-sel inducer	DENV2 CPE	INS-1E GSIS act
CC(=O)c1cnn(-c2ccc(Cl)cc2)c1C	-0.8	6	0.3	0	-4	x	0	7
CNCC(=O)Nc1ccc(OC(F)(F)F)cc1	-0.1	-5	-0.1	2	x	x	-5	17
Cc1cc(C)n(S(=O)(=O)c2cc(C(=O)O)c(Cl)cc2Cl)n1	-0.1	-12	x	-16	-5	x	-6	11
C[C@H](CO)N1C[C@H](C)[C@@H](CN(C)CC2CC2)OCc2cnnn2CCCC1=O	-4.6&-2.4&-0.8	-4&7	0.1&0.1	0&-7	-29&5	0.0&0.1	1&9	-10&-2
Cc1nn(Cc2ccccc2)c(C)c1NC(=O)CCCn1nc([N+](=O)[O-])cc1C	-0.4	5	0.3	0	4	-0.1	x	19
O=C(c1ccccc1)c1ccc(C(=O)N2CCN(c3ccccc3Cl)CC2)cc1	2.6	-1	-0.1	-8	1	-0.3	-2	-15
Cc1ccc(S(=O)(=O)N2[C@@H](c3ccc(C#N)cc3)C(C(=O)O)=C[C@H]2C(C)(C)C)cc1	-1.8	-3	-0.2	-4	2	0.0	-5	-4
CCN(CC)S(=O)(=O)c1ccc(C(=O)NCC(=O)NCCCc2ccccc2)cc1	-0.6	-11	0.2	2	0	-0.1	0	-27
COc1ccc(OC)c(NC(=O)c2cccc(N3C(=O)C4C5C=CC(C6CC56)C4C3=O)c2)c1 (stereo not drawn)	-3.3	1	0.0	-12	0	x	8	-20
COc1ccc(-c2ccc([C@@H]3[C@H]4CN(CC5CCOCC5)CCCCN4[C@H]3CO)cc2)cc1	-0.6	-7	0.3	-5	-1	-0.4	63*	2
COc1ccc(C(C(=O)NC2CCCC2)N(Cc2cccnc2)C(=O)c2snc(C(N)=O)c2N)cc1OC (stereo not drawn)	2.0	-4	0.0	2	x	-0.1	10	19
COc1ccc(NC(=O)N(C)C[C@H]2Oc3c(NC(=O)C4CCCCC4)cccc3C(=O)N([C@@H](C)CO)C[C@H]2C)cc1	-2.0	0	-0.7	-7	x	0.3	2	0

(list continues)
SMILES	F508del corr	RAD54 branch	XiGFP reactiv	RAD52 inh	Casp6 inh	E-sel inducer	DENV2 CPE	INS-1E GSIS act
COc1ccc(NC(=O)Nc2cccc3c2O[C@H](CN(C)Cc2ccc4c(c2)OCO4)[C@H](C)CN([C@@H](C)CO)C3=O)cc1	-2.0	-8	-0.1	21	-4	0.3	-4	-6
CC(=O)c1cccc(S(=O)(=O)N2CCC(C(=O)N(C)Cc3ccc(Cl)s3)CC2)c1	-0.8	-5	0.9	-6	3	x	0	-21
CC(C)(C)C1CCC(=O)N(CCOc2ccccc2)CC1 (stereo not drawn)	-2.0	-11	0.0	-10	2	1.0	66*	-10
O=C(COC(=O)/C=C/c1cccs1)Nc1ccc(F)cc1	0.2	-2	0.4	-2	-3	1.2	3	3
COC(=O)C[C@H]1CC[C@@H]2[C@H](COc3ccc(NC(=O)c4cc(C)on4)cc3C(=O)N2C)O1	0.0	4	0.1	-14	1	-0.1	18	0
O=C(COC(=O)/C=C/c1cccs1)Nc1nc(-c2cccc(Br)c2)cs1	-1.1	-2	0.6	-13	-3	0.9	6	21
CN1C[C@H]2[C@@H](c3ccccc31)[C@H](CO)N2C(=O)CN1CCOCC1	-2.8	2	0.3	-16	2	-0.1	7	5
C=CCCC1CN(Cc2ccc(OC)cc2)S(=O)(=O)c2c(NCc3cc(OC)c(OC)c(OC)c3)cccc2O1 (stereo not drawn)	4.0	x	0.0	-6	-3	-0.1	-8	-25
CC(=O)NCCCNS(=O)(=O)c1ccc(C)cc1	1.1	x	0.0	-5	11	4.9	x	-6
C[C@@H]1CCCCO[C@@H](CN(C)Cc2ccncc2)[C@@H](C)CN([C@@H](C)CO)C(=O)c2cc(NC(=O)c3ccncc3)ccc2O1	-4.2	0	0.0	3	22	-0.3	x	18
O=C(COC(=O)/C=C/c1ccccc1F)Nc1nnc(-c2ccccc2)o1	1.1	-9	0.0	-58	3	0.1	1	4
CN(C)/C=C(\C#N)C(N)=C(C#N)C#N	-1.4	x	0.1	-28	x	x	5	10

Compound activity: PubChem, Broad Institute
